Chronic BCR inh = qHTS Assay to Find Inhibitors of Chronic Active B-Cell Receptor Signaling; AID 493014, 2011; Potency, µM (titrated, usually from 46.1 µM), for inactives: top-dose ratio change, negative = lower green/red ratio, hits mostly inhibitors; ABC-DLBCL IkBa-CBG/CBR reporter, luminescence ratio, 4 h; hit rate 0.05% among 340,000; active means well fitted inhibition curve with a large enough effect in the signal ratio, with a control signal flat, not every such curve was filed as active; inconclusive means small, poorly fitted or top-dose-only effect, or effect the other way, or a change in a side signal; the % refers to the signal ratio;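 further: potency means the concentration at half of the fitted maximal effect; plate controls were basal doxycycline-induced cells for no effect and cells given 10 µM MG132 for full effect; MG132 reads +100%, hits lower the ratio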
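Doxycycline induced both beetle luciferases in TMD8 lymphoma cells; IKK-driven degradation limits the IkappaBalpha-fused green signal, while red luminescence normalises for cell number and nonspecific effects. Compounds tested up to 46 uM, 4 hrs.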
GALK inh = qHTS Assay for Inhibitors of Human Galactokinase (GALK); AID 1868, 2009; P51570; Potency, µM (top dose mostly 57.5 µM), for the others: at the highest dose activity change, negative = inhibition, usual class: inhibitors; Purified GALK, Kinase-Glo residual ATP luminescence; hit rate 0.007% among 270,000; further: potency means the concentration at half of the fitted maximal effect; on the % scale 0 is the no-effect control and ±100 the full control effect
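Luminescence from leftover ATP (Ultra-Glo luciferase/luciferin) served as read-out after a 1 h room-temperature reaction of 5 nM GALK with 35 uM ATP and 100 uM galactose.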
Eya2 inh = qHTS Assay for Inhibitors of the Phosphatase Activity of Eya2. Protein phosphatase EYA2 (Homo sapiens), O00167. recombinant Eya2, OMFP fluorescence dephosphorylation (OMFP is methylfluorescein phosphate). Potency, µM (top dose mostly 76.9 µM), for the others: top-dose activity, negative = inhibition, actives largely listed as inhibitors. hit rate 0.006% among 330,000. AID 488837, 2010; further: potency means the concentration at half of the fitted maximal effect; on the % scale 0 is the no-effect control and ±100 the full control effect
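Eya2 (0.2 uM) preincubated 10 min at ambient with compound, then OMFP substrate added at 50 uM; 10 min reaction in 50 mM HEPES pH 7.5, 50 mM NaCl, 5 uM MgCl2, 0.05% BSA, 1 mM DTT. Fluorescence read at Ex 485/Em 525 nm.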
PKM2 activator = qHTS Assay for Activators of Human Muscle isoform 2 Pyruvate Kinase; purified PKM2, Kinase-Glo ATP luminescence, activation; response scale: 0% is enzyme alone, no compound; Potency, µM (titrated, usually from 57.5 µM), for inactives: at the top dose activation, most hits filed as activators; hit rate 0.34% among 260,000; further: potency means the concentration at half of the fitted maximal effect; on the % scale 0 is the no-effect control and ±100 the full control effect; nearly all actives have a fitted effect of over 55% in size
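Purified hPK-M2 (>95% pure) converted ADP (0.1 mM final) to ATP with 0.5 mM PEP in 50 mM imidazole pH7.2, KCl, MgCl2, Tween 20, BSA; 1 h at room temperature. ATP detected by Kinase-Glo luminescence.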
Mito fusion yeast = qHTS Assay for Small Molecule Inhibitors of Mitochondrial Division or Activators of Mitochondrial Fusion; S. cerevisiae fusion-defective mutant growth rescue, CellTiterGlo 48 h; Potency, µM (series often up to 46.1 µM), inactives show at the highest dose growth rescue (activation), hits mostly activators; hit rate 0.23% among 320,000;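 further: potency means the concentration at half of the fitted maximal effect; % of control where 0% means no effect; nearly all actives have a fitted effect of over 45% in size; temperature-sensitive fusion mutants such as fzo1-1 at 37 °C on non-fermentable ethanol glycerol medium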
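Yeast fusion mutant, YPEG (non-fermentable carbon), compound, 48 h at 37C non-permissive; CellTiterGlo added, 10 min RT, luminescence read. Rescued growth = division inhibition.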
MBNL1 CUG block = qHTS Assay for Inhibitors of MBNL1-poly(CUG) RNA binding; Muscleblind-like protein 1 (Homo sapiens), Q9NR56; TR-FRET MBNL1-His/biotin-(CUG)12 binding, 665/545 ratio; Potency, µM (top dose mostly 57.5 µM), inactives show at the top dose activity change, negative = inhibition, usual class: inhibitors; hit rate 0.036% among 280,000; AID 2675, 2010; active means well fitted inhibition curve with a large enough effect in the signal ratio, with a control signal flat, not every such curve was filed as active; inconclusive means small, poorly fitted or top-dose-only effect, or effect the other way, or a change in a side signal; inactive means no such curve, though single readings can be large or run the other way; the % refers to the signal ratio; further: potency means the concentration at half of the fitted maximal effect; on the % scale 0 is the no-effect control and ±100 the full control effect
Target sequence (Q9NR56 whole entry, looked up): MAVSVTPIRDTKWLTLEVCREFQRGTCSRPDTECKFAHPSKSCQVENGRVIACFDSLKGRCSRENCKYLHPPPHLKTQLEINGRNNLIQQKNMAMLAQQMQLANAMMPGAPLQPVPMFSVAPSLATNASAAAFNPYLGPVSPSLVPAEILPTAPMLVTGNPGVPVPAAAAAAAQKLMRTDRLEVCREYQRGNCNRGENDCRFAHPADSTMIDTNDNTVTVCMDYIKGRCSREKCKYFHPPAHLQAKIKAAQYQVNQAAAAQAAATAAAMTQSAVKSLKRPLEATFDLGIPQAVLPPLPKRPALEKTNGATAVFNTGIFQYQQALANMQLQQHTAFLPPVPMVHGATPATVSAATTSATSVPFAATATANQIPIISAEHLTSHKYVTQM
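MBNL1-His + Biotin-(CUG)12, cpd titration 92 nM–58 uM; Tb anti-His Ab 0.055 ng/ul, SA-XL665 5 nM (final); 60 min RT; ratiometric 665/545 nm, Ex 340 nm; normalized to buffer and full-complex controls.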
USP2a block = qHTS Assay for Inhibitors of Ubiquitin-specific Protease USP2a Using CHOP2 as the Reporter; USP2 core, Ub-CHOP2 coupled fluorogenic reporter, 485/531; hit rate 0.01% among 330,000; Ubiquitin carboxyl-terminal hydrolase 2 (Homo sapiens), O75604; Potency, µM (series often up to 38.3 µM), for inactives: top-dose activity change, negative = inhibition, most hits filed as inhibitors; AID 463254, 2010;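 further: potency means the concentration at half of the fitted maximal effect; plate controls were DMSO wells for no effect and full inhibition by NEM control for full effect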
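Deubiquitinase activity read as fluorescence (485/531 nm) after Ub-CHOP2 cleavage activates the enterokinase reporter on its substrate; USP2 core 10nM, Ub-CHOP2 and substrate 25nM each, 30min compound preincubation then 60min RT; data normalized to NEM, curves fitted.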
Menin-MLL TR inh = qHTS Assay for Inhibitors Targeting the Menin-MLL Interaction in MLL Related Leukemias: Competition With Texas Red Labeled MLL-derived Mutant Peptide. Menin + Texas Red MLL mutant peptide, fluorescence polarization. Potency, µM (titrated, usually from 61.6 µM), without a hit: top-dose FP activity change, negative = inhibition, most hits filed as inhibitors. hit rate 0.23% among 270,000. AID 1768, 2009; active means well fitted inhibition curve with a large enough effect in the polarisation, with a control signal flat, not every such curve was filed as active; inconclusive means small, poorly fitted or top-dose-only effect, or effect the other way, or a change in a side signal; inactive means no such curve, though single readings can be large or run the other way; the % refers to the polarisation; further: potency means the concentration at half of the fitted maximal effect; % of control where 0% means no effect; many of its hits are not listed in these tables
Target sequence (O00255 whole entry, looked up): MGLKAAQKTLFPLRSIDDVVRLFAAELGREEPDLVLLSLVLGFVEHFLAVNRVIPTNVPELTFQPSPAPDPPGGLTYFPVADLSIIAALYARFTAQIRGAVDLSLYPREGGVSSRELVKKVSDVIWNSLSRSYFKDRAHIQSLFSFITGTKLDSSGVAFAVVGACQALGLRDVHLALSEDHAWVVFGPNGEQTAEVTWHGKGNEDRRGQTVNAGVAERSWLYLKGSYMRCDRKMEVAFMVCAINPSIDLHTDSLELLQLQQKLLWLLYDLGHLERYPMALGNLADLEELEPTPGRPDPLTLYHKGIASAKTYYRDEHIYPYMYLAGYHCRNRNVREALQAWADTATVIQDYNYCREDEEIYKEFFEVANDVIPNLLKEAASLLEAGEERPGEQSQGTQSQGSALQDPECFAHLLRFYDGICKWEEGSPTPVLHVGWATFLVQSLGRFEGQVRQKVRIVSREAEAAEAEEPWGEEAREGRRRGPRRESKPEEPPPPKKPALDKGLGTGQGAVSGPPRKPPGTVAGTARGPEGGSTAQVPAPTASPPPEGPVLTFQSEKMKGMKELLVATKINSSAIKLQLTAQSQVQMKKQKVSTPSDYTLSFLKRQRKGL
KCNH2 WT inh = qHTS for Inhibitors of KCHN2 3.1: Wildtype qHTS; Voltage-gated inwardly rectifying potassium channel KCNH2 (Homo sapiens), Q12809; U2OS, BacMam KCNH2, thallium flux FluxOr; hits give low values; activity change, % at 1.84 µM; hit rate 0.37% among 340,000;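 active means maximum activity change below -70%; inconclusive means maximum activity change between -70% and -50%; inactive means maximum activity change above -50%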; further: on the % scale 0 is the no-effect control and ±100 the full control effect
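U2OS cells were transduced with wild-type KCNH2 virus (2.03 x 10^8 / mL) for 4 h at room temperature, then cultured overnight at 37 C. Thallium flux was read with FluxOr dye. Rate constants were normalized to DMSO controls.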
TSHR antag = Antagonists of the Thyroid Stimulating Hormone Receptor: HTS campaign; activity change, negative = inhibition, % at 11.5 µM; hit rate 0.2% among 330,000; TSHR-expressing cells, TSH-stimulated cAMP HTRF, 2 h; hits give low values; Thyrotropin receptor (Homo sapiens), P16473; AID 504810, 2011;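 active means activity change below a set negative limit, meaning inhibition stronger than a set level, cut at about -70% in these data; inconclusive means activity change between two set negative limits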; further: on the % scale 0 is the no-effect control and ±100 the full control effect
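TSHR-expressing cells, 200/well, pre-treated with compound, then stimulated with EC80 TSH (4nM final) for 2 hours at 37 deg C. cAMP measured by competitive HTRF: anti-cAMP cryptate antibody in lysis buffer plus cAMP-d2, read after 30 minutes at room temperature.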
ASM inhibitor = Inhibitors of Secretory Acid Sphingomyelinase (S-ASM): qHTS. Sphingomyelin phosphodiesterase (Homo sapiens), P17405. placental ASM, HMU-PC fluorogenic substrate, 60 min. Potency, µM (top dose mostly 57.5 µM), for the others: at the highest dose activity change, negative = inhibition, hits mostly inhibitors. hit rate 0.006% among 340,000. AID 504937, 2011; further: potency means the concentration at half of the fitted maximal effect
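Steps: dispense placental human ASM, pin compound, wait 10 min at room temperature, add HMU-PC0 substrate at 9 uM final, incubate 60 min at 37 °C, add stop solution raising pH to 10, read fluorescence.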
* = called active by the depositor; u = inconclusive; x = not tested or not shown; [ ] = another dose, or the depositor's remark. Unless noted, the call rests on the fitted dose curve; in most records, active means well fitted curve in the direction sought with a large enough effect; inconclusive means small, poorly fitted or top-dose-only effect, or another doubt; inactive means no such curve, though single readings can be large; an effect the other way counts as inactive or inconclusive. Only part of the results is shown; the hit share may differ from the screen's.

SMILES	Chronic BCR inh	GALK inh	Eya2 inh	PKM2 activator	Mito fusion yeast	MBNL1 CUG block	USP2a block	Menin-MLL TR inh	KCNH2 WT inh	TSHR antag	ASM inhibitor
CN(C)c1nc(C#N)nc(N2CCOCC2)n1	-16%	-4%	-10%	0%	-1%	-3%	1%	-15%	14	1	7%
COc1cc(NS(=O)(=O)c2ccc(NC(=O)c3ccc(F)cc3)cc2)ncn1	6%	-8%	8%	0%	2%	-5%	3%	x	6	-48	1%
Nc1nc(SCC(=O)Nc2ccc(OCc3ccccc3)cc2)n[nH]1	u	-2%	u	25%	0%	x	3%	x	4	7	1%
Cc1cccc(N2C(=O)CS/C2=N\NC(=O)c2ccc(Cl)cc2)c1C	u	1%	-20%	-6%	0%	19%	1%	5%	15	-8	0%
O=C(c1ccc(F)c(S(=O)(=O)N2CCOCC2)c1)N(CCc1ccccc1)Cc1ccccc1	-8%	x	-11%	x	6%	x	-1%	x	0	12	-2%
Cc1ccc(NC(=O)NC(=O)c2ccccc2)cc1F	3%	7%	-12%	5%	2%	-2%	-1%	-4%	-3	-12	-2%
CC(C)CN(C#N)c1nc(N2CCOCC2)nc(N2CCOCC2)n1	-1%	0%	-18%	-1%	-13%	-12%	0%	-16%	-2	11	0%
Cc1ccc(-c2cc(C(=O)Nc3cc(C)on3)c3ccccc3n2)c(C)c1	u	0%	-10%	-3%	u	3%	-11%	1%	12	-4	-6%
C=CCC[C@@H](Cc1ccc(F)cc1)C(=O)OC[C@H](Cc1c[nH]c2ccccc12)NC(=O)[C@@H](CC=C)CC(=O)N[C@@H](CO)Cc1ccccc1	-3%	x	-4%	x	x	x	0%	x	-15	-25	-5%
O=C(NCCc1ccc(F)cc1)c1n[nH]c2ccccc12	u	11%	-4%	3%	2%	4%	0%	21%	-1	1	-2%
COc1ccc(-c2cn3cc(C)ccc3n2)cc1OC	7%	0%	1%	-31%	-2%	3%	1%	-12%	5	-4	2%
COc1ccc(CNC(=O)CCSc2ccc(F)cc2)cc1OC	0%	-1%	0%	-1%	-10%	-6%	2%	0%	x	7	0%
CCCCNC(=O)CSc1nc2c(sc(=S)n2-c2cc(Cl)ccc2OC)c(=O)[nH]1	1%	x	0%	x	-5%	1%	0%	u	-3	0	1%
CCc1cccc(OCCCCNCCCOC)c1	3%	1%	6%	8%	9%	2%	0%	3%	24	13	7%
c1ccc(Cc2noc(CN3CCN(Cc4ccc5c(c4)OCO5)CC3)n2)cc1	-18%	-1%	-10%	2%	4%	-11%	3%	6%	11	-1	2%
Cc1cc(S(=O)(=O)N2CCOCC2)ccc1OCC(=O)Nc1ccc(Br)cc1F	-1%	16%	3%	-10%	-2%	-9%	0%	12%	2	2	-3%
CCOC(=O)c1ccc(NC(=O)CSc2ccc(-c3ccncc3)nn2)cc1	-1%	0%	2%	-8%	-6%	10%	0%	-14%	0	-1	15%
COc1ccc2c(c1OC)C(=O)N1c3ccccc3C(=O)N(c3ccc(F)cc3)C21 (stereo unspecified)	9%	0%	-17%	0%	5%	-5%	-1%	-1%	-9	-12	-3%
Cc1cc(F)ccc1S(=O)(=O)N1CCCOC1CNC(=O)C(=O)NCCC1=CCCCC1 (stereo unspecified)	5%	0%	7%	1%	0%	-4%	3%	-8%	1	-4	0%
COc1ccc(OC)c(NC(=O)CCN2CCN(CCO)CC2)c1	4%	1%	-7%	4%[11.5 µM]	1%	1%	0%	0%	-10	7	7%
Cn1c(=O)c2c(nc(Oc3cccc(Br)c3)n2C)n(C)c1=O	10%	0%	2%	-24%[11.5 µM]	11%	3%	2%	-11%	-1	4	-1%
CC(=O)NC(CC(=O)OCC(=O)Nc1ccc2c(c1)OCO2)c1ccccc1 (stereo unspecified)	-5%	5%	u	-1%	-5%	-5%	0%	-2%	4	-4	2%
Cc1cccc(C(=O)NCCNC(=O)c2cccnc2)c1	-2%	-2%	u	x	-2%	1%	3%	-7%	19	7	0%
CCOC(=O)/C=C/C(=O)OCc1csc(CC(=O)Nc2ccccc2C)n1	1%	-9%	0%	9%	2%	0%	2%	x	-15	6	4%
COc1ccc(-c2nn(-c3ccccc3)cc2CNCc2cccnc2)c(F)c1	0%	7%	-16%	-7%	-2%	3%	0%	-1%	-7	15	4%
Following part:
SMILES	Chronic BCR inh	GALK inh	Eya2 inh	PKM2 activator	Mito fusion yeast	MBNL1 CUG block	USP2a block	Menin-MLL TR inh	KCNH2 WT inh	TSHR antag	ASM inhibitor
O=c1c2ccccc2[nH]c(=S)n1CCCn1ccnc1	3%	-4%	1%	x	0%	-4%	4%	-21%	8	5	1%
CCOc1ccc(NC(=O)CN2CCc3ccccc3C2)cc1	-3%	-6%	0%	0%	-3%	-10%	1%	-14%	-5	27	-4%
COc1ccc([N+](=O)[O-])cc1-n1cccc1	-1%	0%	-2%	-5%	-5%	u	3%	0%	-1	6	7%
Cc1ccc(-n2nnnc2Sc2nc([N+](=O)[O-])nn2C)cc1	u	0%	-2%	-3%	-4%	62%[activator]	3%	1%	8	21	1%
O=C(CSc1nnc(NC(=O)c2ccco2)s1)Nc1ccc2c(c1)OCCO2	2%	6%	u	-7%	-1%	-2%	1%	u	-3	-6	-1%
Cc1ccc(-n2ccn(CC(=O)NCCc3ccccc3)c(=O)c2=O)cc1C	u	8%	2%	x	-4%	3%	1%	12%	-22	11	4%
COC(=O)c1cc(NC(=O)c2cccc(C(F)(F)F)c2)c(=O)oc1C	-11%	-1%	-9%	1%	-2%	8%	1%	4%	1	14	0%
CCOC(=O)N1CCN(c2ccc(S(=O)(=O)N(Cc3ccccc3)Cc3ccccc3)cn2)CC1	0%	1%	-3%	-20%	-2%	5%	2%	-10%	5	-9	-5%
CCOc1ccc(N2CC(=O)SC2=S)cc1	u	5%	19%	9%	-7%	-7%	2%	5%	-12	-7	1%
CCOc1ccccc1CN1CCNC(=O)C1CC(=O)NCCC1=CCCCC1 (stereo unspecified)	u	-8%	-8%	10%	-1%	-7%	-1%	-4%	21	u	1%
CCOC(=O)C1CCCN(C(=O)CCCOc2cc(=O)n(C)c3ccccc23)C1 (stereo unspecified)	-15%	-1%	-15%	0%	2%	5%	0%	-4%	-13	-2	-1%
CCSc1nnc(NC(=O)C(C)Sc2nc3ccccc3[nH]2)s1 (stereo unspecified)	-5%	0%	-22%	11%	-2%	-2%	3%	7%	2	-1	-10%
CCOC(=O)C1CCN(c2c(Nc3ccc4c(c3)OCCO4)c(=O)c2=O)CC1	u	-1%	1%	-7%	-3%	12%	2%	-20%	-7	-4	0%
CCOc1ccc(N=C2SCC(=O)N2CC)cc1	-12%	-1%	11%	-2%	1%	2%	2%	9%	-3	-4	-2%
Cc1cccc(/C=C(\c2nc3ccccc3[nH]2)S(=O)(=O)c2ccccc2)c1	u	-2%	6%	7%	0%	u	2%	33%[activator]	-3	-24	1%
COc1ccc2nc(NC(=O)CSC(C)C(=O)Nc3cc(C)on3)sc2c1 (stereo unspecified)	-26%	x	1%	x	-4%	x	0%	x	-5	3	0%
CNC(=O)CN(Cc1ccccc1)S(=O)(=O)c1ccc(Cl)cc1	0%	0%	2%	-3%	3%	-2%	-3%	6%	15	-5	4%
O=C(NS(=O)(=O)c1ccc2c(c1)OCCO2)c1ccccc1	2%	1%	-21%	-13%	-4%	-3%	3%	-22%	3	-9	5%

Screening results (PubChem BioAssay)
